# Assay outcomes (PubChem BioAssay)
# Efflux pump inh = inhibitors of Candida efflux pumps in yeast, primary screen, S. cerevisiae, Nile Red, multiplex. S. cerevisiae Candida pump triplex. inhibition, % at 10 µM. 330,000 tested, 0.44% active. AID 485275, 2010;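 active = plate passing quality check with inhibition over a set limit, or well fluorescence over plate mean plus 4 SD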;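 note: Nile Red retained in pooled yeast measured as flow cytometry median fluorescence; 0% = buffer negative control and 100% = Enniatin B positive control; higher means more Nile Red kept so more efflux inhibition; some compounds called inactive have numbers as strong as hits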
# MEP2-GFP yeast = modulators of MEP2-GFP levels in yeast, primary screen, S. cerevisiae, multiplex flow cytometry, MLPCN library. GFP response vs DMSO, % at 10 µM. S. cerevisiae MEP2-GFP strain, 3 h; 100% = DMSO control level. AID 2016, 2009. 330,000 tested, 0.51% active;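 active = GFP response versus DMSO above a set limit, roughly screen mean plus 3 SD, cut at about 180% in these data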;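 note: median GFP fluorescence of the barcode-gated MEP2-GFP cells per well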
# LAP4 TOR yeast = modulators of LAP4-GFP expression in yeast, primary screen, S. cerevisiae, multiplex flow cytometry, MLPCN library. AID 2023, 2009. 3 h; median GFP as percent of DMSO wells. GFP response vs DMSO, % at 10 µM. 320,000 tested, 0.34% active;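 active = GFP response vs DMSO above a set limit, about the screen mean plus 3 SD, cut at about 150% in these data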
# CIT2 TOR yeast = modulators of CIT2-GFP expression in yeast, primary screen, S. cerevisiae, GFP fusion, multiplex flow cytometry, MLPCN library; S. cerevisiae CIT2-GFP strain, 3 h; 100 means same as DMSO wells; GFP response vs DMSO, % at 10 µM; 320,000 tested, 0.065% active;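 active = GFP response relative to DMSO above a set limit, near the screen mean plus 3 SD, cut at about 150% in these data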;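 note: ratio of well median GFP fluorescence to mean of DMSO wells on the plate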
# AHR act = AHR activators, primary screen, cell-based, luminescence, luciferase reporter, human; Aryl hydrocarbon receptor (Homo sapiens), P35869; AHR-responsive luciferase reporter cells; activation, % at 5 µM; 320,000 tested, 2.5% active; in the data active = activation above about 47%;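 note: 0% = vehicle wells and 100% = reference agonist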
# Target sequence (P35869 whole entry, looked up): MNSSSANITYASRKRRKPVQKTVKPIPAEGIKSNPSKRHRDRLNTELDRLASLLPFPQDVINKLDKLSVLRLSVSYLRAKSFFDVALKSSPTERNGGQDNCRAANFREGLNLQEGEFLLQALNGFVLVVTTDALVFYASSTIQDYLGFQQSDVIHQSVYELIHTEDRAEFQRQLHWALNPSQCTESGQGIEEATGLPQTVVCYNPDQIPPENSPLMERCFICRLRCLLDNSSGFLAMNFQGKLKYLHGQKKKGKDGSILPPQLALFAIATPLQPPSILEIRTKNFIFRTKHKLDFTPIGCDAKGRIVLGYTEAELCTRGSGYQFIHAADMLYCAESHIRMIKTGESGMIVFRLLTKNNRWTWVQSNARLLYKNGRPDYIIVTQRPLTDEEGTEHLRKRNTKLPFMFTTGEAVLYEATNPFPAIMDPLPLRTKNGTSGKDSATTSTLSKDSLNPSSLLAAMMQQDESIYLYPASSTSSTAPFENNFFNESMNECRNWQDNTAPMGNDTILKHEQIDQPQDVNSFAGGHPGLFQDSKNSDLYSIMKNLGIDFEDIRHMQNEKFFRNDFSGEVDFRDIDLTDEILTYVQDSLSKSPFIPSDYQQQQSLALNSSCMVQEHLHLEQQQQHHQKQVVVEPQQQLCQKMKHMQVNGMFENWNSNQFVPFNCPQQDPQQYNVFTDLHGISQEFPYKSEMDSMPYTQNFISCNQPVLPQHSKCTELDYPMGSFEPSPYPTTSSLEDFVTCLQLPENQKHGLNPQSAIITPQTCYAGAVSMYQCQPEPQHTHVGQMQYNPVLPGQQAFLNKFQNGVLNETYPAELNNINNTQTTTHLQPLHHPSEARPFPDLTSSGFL
# AGP1-GFP MLPCN = modulators of AGP1-GFP expression in yeast TOR pathway, primary screen, cell-based, multiplex flow cytometry, S. cerevisiae, MLPCN library. 3 h; GFP as percent of DMSO wells. 320,000 tested, 0.02% active. AID 2066, 2009. GFP response vs DMSO, % at 10 µM;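 active = GFP response relative to DMSO above a set limit, near screen average plus 3 SD, cut at about 150% in these data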;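 note: median GFP channel fluorescence of the gated AGP1 strain per well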
# CR mimetic SO = reduction of superoxide in aged yeast, primary screen, HTS; S. cerevisiae aged cells, superoxide DHE fluorescence; hits give low values; superoxide response (% of plate mean), % at 10 µM; 330,000 tested, 0.18% active;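 active = superoxide response under a set limit, about three screen SD below normal, cut at about 65% in these data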;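 note: yeast aged for seven days with compound at 30 °C before DHE staining; 100% = average MFI of all compound-treated wells on the plate with controls excluded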
# RPL19A TOR yeast = RPL19A-GFP expression modulators in yeast, primary screen, cell-based, S. cerevisiae, multiplex flow cytometry, MLPCN | S. cerevisiae RPL19A-GFP strain, 3 h; hits give low values | percent response vs DMSO, % at 10 µM | 330,000 tested, 0.3% active;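 active = percent response vs DMSO below 50%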;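 note: median channel GFP fluorescence of the barcoded RPL19A-GFP strain; ratio of sample median GFP to plate DMSO average so 100% = DMSO; lower means less RPL19A-GFP as with rapamycin TOR inhibition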
# An asterisk follows results filed as active; . = not tested or not shown.
SMILES,Efflux pump inh,MEP2-GFP yeast,LAP4 TOR yeast,CIT2 TOR yeast,AHR act,AGP1-GFP MLPCN,CR mimetic SO,RPL19A TOR yeast
O=C(CCN1C(=O)/C(=C/c2ccc(F)cc2)SC1=S)NCCc1ccc(O)cc1,0.0,103,94,117,5,98,115,102
COc1ccc(C2=NOC(C(=O)Nc3c(C)n(C)n(-c4ccccc4)c3=O)C2)cc1OC (configuration not stated),-0.1,109,104,103,0,106,109,102
CN(C)S(=O)(=O)c1cccc(NC(=O)c2ccc(COc3ccccc3)cc2)c1,-0.1,107,103,97,-1,100,107,104
Cc1cc(S(=O)(=O)Nc2ccc(C(=O)NCC(c3ccco3)N(C)C)cc2)ccc1F (configuration not stated),-0.1,99,99,98,-1,104,100,96
CC(=O)Nc1ccc(S(=O)(=O)N(C)c2nc3ccccc3nc2Cl)cc1,0.1,104,89,99,3,98,88,99
COc1ccc(-c2csc(NC(=O)CSc3nc4ccccc4c(=O)[nH]3)n2)cc1,0.1,104,95,102,14,105,120,100
CC(=O)N1N=C(N)SC1c1cccc([N+](=O)[O-])c1 (configuration not stated),-0.4,111,104,102,0,105,99,104
COc1ccc(NC(=S)NC23CC4CC(CC(C4)C2)C3)cc1OC,0.1,96,99,98,0,103,78,98
CCOC(=O)c1c(N/N=C/c2cccnc2)n[nH]c1C,0.0,99,108,106,52*,106,105,99
Cc1ccccc1CNC(=O)C(=O)NCC1OCCCN1S(=O)(=O)c1cccs1 (configuration not stated),0.1,107,99,96,1,100,97,106
COC(=O)CCC(=O)NC(=S)Nc1ccccc1F,0.1,100,105,88,3,100,103,97
O=S(=O)(NCC1CCCO1)c1cccc(C(F)(F)F)c1 (configuration not stated),-0.2,89,86,93,1,93,101,90
COc1ccc(N2CC(O)(c3ccc(F)cc3)[N+]3=C2CCCC3)cc1 (configuration not stated),0.0,100,100,102,-3,107,92,103
Cc1nc(CSc2n[nH]c(=O)n2-c2ccccc2)cs1,-0.1,91,95,95,4,96,105,93
CCOC(=O)Cc1cc(=O)n2[nH]c(C)c(-c3ccccc3OC)c2n1,0.2,97,117,80,1,100,109,109
COc1ccc(OC)c(-n2c(C)ccc2-c2ccc(S(C)(=O)=O)cc2)c1,0.0,96,99,99,4,105,108,102
NC(=O)CC[C@@H]1NC(=O)[C@@H]2CCCN2C(=O)c2cc([N+](=O)[O-])cc(F)c2NCCC[C@@H](C(N)=O)NC1=O,-0.1,95,131,85,-4,90,109,94
O=C(NC1CCCC1)C(c1ccncc1)N(C(=O)c1csnn1)c1ccc(F)c(Cl)c1 (configuration not stated),-0.1,83,82,90,-1,73,92,86
CC1CCCN(S(=O)(=O)c2ccc(S(=O)(=O)N3CCCC3)cc2)C1 (configuration not stated),-0.2,110,92,108,0,97,95,103
CSc1ccccc1C(=O)N(C)Cc1ccccc1,0.0,100,111,101,2,102,104,98
CCOC(=O)Cc1csc(NC(=O)CS(=O)(=O)Cc2ccccc2)n1,-0.1,106,98,102,-1,106,109,101
CCCCNC(=O)/C(=C/c1ccccc1)NC(C)=O,0.0,112,113,116,-4,122,90,112
O=S(=O)(NN1CCOCC1)c1ccc(Br)s1,0.1,86,102,100,1,101,120,99
CCOC(=O)c1c(C)[nH]c(C)c1C(=O)CSc1nc2ccccc2c(=O)n1-c1ccc(C)cc1,-0.1,101,86,108,1,101,90,102
COc1cc(CNc2ccc(CNc3ncn[nH]3)cc2)ccc1OCC(=O)NC(C)(C)C,-0.1,100,90,91,56*,99,97,96
CCCn1c(N)c(N(CCOC)C(=O)c2ccc(C#N)cc2)c(=O)[nH]c1=O,-0.1,104,93,101,1,100,94,97
Cc1c(CNC2CCCC2)c(C(=O)O)c(C)n1Cc1ccccc1,0.3,103,99,94,0,94,99,96
Clc1ccc(-c2ccc(CNCc3ccccn3)o2)cc1,0.1,96,97,100,5,100,92,99
CCCNC(=O)C1(CC2CC(c3ccccc3)=NO2)CCN(C(=O)C2CCCC2)CC1 (configuration not stated),0.0,95,140,129,-7,95,107,100
O=C1C2C(c3ccccc3)CC=CC2[C@H](c2ccc3ccccc3c2)N1Cc1ccccc1 (some centres not stated),0.0,101,90,95,-1,98,107,98
COc1cc(/C=C2/C(=O)ON=C2c2ccccc2)ccc1O,-0.1,93,173*,99,5,78,88,95
CC1(C)Cc2c(c(-c3ccccc3)nc3sc4c(=O)[nH]c(=S)[nH]c4c23)CO1,-0.1,100,97,95,-2,109,104,98
CCC1(CC)Cc2ccccc2-c2nc(CN3CCOCC3)[nH]c(=O)c21,0.0,113,102,104,-3,116,96,103
Cc1ccc(N/C(N)=N/c2nc(C(F)(F)F)cc(C(F)(F)F)n2)cc1,0.0,95,109,94,27,94,95,97
OC(COCc1ccccc1)CN1CCCC1 (configuration not stated),0.0,101,101,94,1,94,90,93
COC(=O)[C@]1(CC(C)C)N[C@H](c2ccc(-c3ccc4c(c3)OCO4)cc2)[C@@H]2C(=O)N(C)C(=O)[C@@H]21,0.1,90,120,69,11,78,103,95
O=[N+]([O-])CC(c1ccc(F)cc1)c1c[nH]c2ccccc12 (configuration not stated),0.1,95,83,99,.,93,105,96
NC(=O)c1nsc(C(=O)N(c2ccccc2)C(C(=O)NC2CCCC2)c2ccc3ncccc3c2)c1N (configuration not stated),-0.1,104,91,97,-1,100,112,106
CCN(CC)CCN(Cc1cc2cc(C)ccc2[nH]c1=O)C(=S)Nc1ccccc1,-0.1,119,118,101,18,105,98,98
CN(C)c1nnnn1-c1ccc(Oc2ncc(C(F)(F)F)cc2Cl)cc1,-0.1,91,87,89,0,87,106,86
COc1cccc(-c2nnc(SCc3ccccn3)n2C)c1,-0.1,108,101,103,16,95,110,95
Cc1sc2ncnc(N3CCCC(C)C3)c2c1C (configuration not stated),-0.1,96,109,84,0,93,98,92
CCOC(=O)c1cnc2ccc(C)cc2c1Sc1ccccc1C(=O)OC,-0.1,120,98,97,0,127,95,100
COc1ccc(/C=N/NC(=O)c2ccc(COc3ccccc3Cl)o2)cc1,0.0,104,101,100,62*,98,100,96
Cc1ccc(CNC(=O)C2CCCN(c3nc4ccsc4c(=O)s3)C2)cc1 (configuration not stated),0.0,94,93,96,-1,96,95,93
Cn1cc(CNCc2ccccc2OCC(O)CN2CCc3ccccc3C2)cn1 (configuration not stated),0.0,112,99,103,1,113,100,105
FC(F)(F)c1ccc2c3n(nc2c1)CCN=C3c1ccc(Cl)cc1,-0.1,102,104,99,74*,100,102,101
Cc1cc(C)cc(OCC(=O)N(C)CC(=O)Nc2ccc(Cl)c(C(F)(F)F)c2)c1,0.1,100,102,90,1,97,101,95
COc1cccc(/C=N/NC(=O)Cn2nc([N+](=O)[O-])cc2C)c1,0.1,103,98,97,2,97,118,98
NCCN1CCN(CC(=O)N2c3ccccc3C(=O)Nc3cccnc32)CC1,-0.1,99,92,95,-1,99,99,96
COC(=O)c1c(NC(=O)C2CCCO2)sc2c1CCC2 (configuration not stated),-0.2,116,114,104,-2,99,101,99
CCN1CCN(CCCNC(=O)CN2C(=O)c3cccnc3Oc3ccc(Cl)cc32)CC1,-0.1,113,113,100,-1,101,102,96
Cc1c(NC(=O)Cc2noc3ccccc23)cccc1[N+](=O)[O-],0.1,118,109,104,-4,105,107,98
C/C(=N/NC(=O)CNc1ccc(C)cc1)c1ccc(Br)s1,-0.2,102,106,99,83*,100,94,102
C/C(CC(=O)Nc1ccc(OCc2ccccc2)cc1)=N\NC(=O)C(=O)Nc1cccc(C)c1,0.5,100,98,94,-3,94,73,104
Nc1cccc2c(O)cccc12,0.1,96,101,95,5,100,89,90
O=Cc1c(F)cccc1N1CCCC1,0.1,95,98,97,2,101,100,98
N#C/C(=C\c1ccc(OCC(N)=O)cc1)c1ccccc1,0.2,89,81,82,-1,73,103,87
CC1CCCCC12NC(=O)N(CC(=O)N1CCc3ccccc31)C2=O (configuration not stated),-0.2,95,91,94,14,99,84,97
COc1ccccc1C(=O)NCC(=O)OCC(=O)Nc1ccc2[nH]c(=O)[nH]c2c1,0.0,98,96,100,1,103,94,96
COc1ccccc1CCN=C(N)NS(=O)(=O)c1ccc(F)cc1,0.1,99,79,94,1,81,93,100
Cc1cc(C)c(NC(=O)CNC(=O)Cc2ccc(S(=O)(=O)N3CCOCC3)s2)c(C)c1,-0.1,102,116,98,1,110,90,112
CN1CCN(C(=O)c2cnn(-c3ccccc3)c2NC(=O)c2ccc([N+](=O)[O-])cc2)CC1,0.0,97,87,90,4,88,118,96

# Compounds shown so far with fluorine (14):
SMILES,Efflux pump inh,MEP2-GFP yeast,LAP4 TOR yeast,CIT2 TOR yeast,AHR act,AGP1-GFP MLPCN,CR mimetic SO,RPL19A TOR yeast
O=C(CCN1C(=O)/C(=C/c2ccc(F)cc2)SC1=S)NCCc1ccc(O)cc1,0.0,103,94,117,5,98,115,102
Cc1cc(S(=O)(=O)Nc2ccc(C(=O)NCC(c3ccco3)N(C)C)cc2)ccc1F (configuration not stated),-0.1,99,99,98,-1,104,100,96
COC(=O)CCC(=O)NC(=S)Nc1ccccc1F,0.1,100,105,88,3,100,103,97
O=S(=O)(NCC1CCCO1)c1cccc(C(F)(F)F)c1 (configuration not stated),-0.2,89,86,93,1,93,101,90
COc1ccc(N2CC(O)(c3ccc(F)cc3)[N+]3=C2CCCC3)cc1 (configuration not stated),0.0,100,100,102,-3,107,92,103
NC(=O)CC[C@@H]1NC(=O)[C@@H]2CCCN2C(=O)c2cc([N+](=O)[O-])cc(F)c2NCCC[C@@H](C(N)=O)NC1=O,-0.1,95,131,85,-4,90,109,94
O=C(NC1CCCC1)C(c1ccncc1)N(C(=O)c1csnn1)c1ccc(F)c(Cl)c1 (configuration not stated),-0.1,83,82,90,-1,73,92,86
Cc1ccc(N/C(N)=N/c2nc(C(F)(F)F)cc(C(F)(F)F)n2)cc1,0.0,95,109,94,27,94,95,97
O=[N+]([O-])CC(c1ccc(F)cc1)c1c[nH]c2ccccc12 (configuration not stated),0.1,95,83,99,.,93,105,96
CN(C)c1nnnn1-c1ccc(Oc2ncc(C(F)(F)F)cc2Cl)cc1,-0.1,91,87,89,0,87,106,86
FC(F)(F)c1ccc2c3n(nc2c1)CCN=C3c1ccc(Cl)cc1,-0.1,102,104,99,74*,100,102,101
Cc1cc(C)cc(OCC(=O)N(C)CC(=O)Nc2ccc(Cl)c(C(F)(F)F)c2)c1,0.1,100,102,90,1,97,101,95
O=Cc1c(F)cccc1N1CCCC1,0.1,95,98,97,2,101,100,98
COc1ccccc1CCN=C(N)NS(=O)(=O)c1ccc(F)cc1,0.1,99,79,94,1,81,93,100
